Source: PubChem BioAssay (several laboratories)
14-3-3 Bad PPI = disrupts binding of bovine 14-3-3 zeta to phospho-Bad peptide. inhibition, % at 21.7 µM. P63103. 220,000 compounds, 0.71% hits. TR-FRET 14-3-3zeta/Dy647-pBad peptide displacement, 1 h. AID 781;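 active = inhibition above about 70%, limit read from the data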;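 also: 0% = full 14-3-3 plus peptide FRET controls and 100% = background without 14-3-3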
Target sequence (P63103 whole entry, looked up): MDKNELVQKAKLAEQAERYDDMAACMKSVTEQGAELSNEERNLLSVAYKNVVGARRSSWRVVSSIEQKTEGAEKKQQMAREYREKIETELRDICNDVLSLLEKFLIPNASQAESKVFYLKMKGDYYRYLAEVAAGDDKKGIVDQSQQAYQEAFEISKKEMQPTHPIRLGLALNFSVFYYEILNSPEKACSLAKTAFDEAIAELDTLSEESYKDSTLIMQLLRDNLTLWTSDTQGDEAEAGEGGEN
EP2 mod = modulators of human EP2 prostaglandin E2 receptor. P43116. EP2-expressing cells, cAMP HTRF FRET, PGE2 co-stimulation. induction, % at 25 µM. 260,000 compounds, 0.83% hits. AID 940;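 active = compounds whose cAMP rise, as percent of the full-agonist control response, exceeds 60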;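 also: rat C6 glioma line stably carrying human EP2 under a CMV promoter; the protocol text gives 20 µM as final concentration; 100% = response of wells given 1 µM PGE2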
Target sequence (P43116 whole entry, looked up): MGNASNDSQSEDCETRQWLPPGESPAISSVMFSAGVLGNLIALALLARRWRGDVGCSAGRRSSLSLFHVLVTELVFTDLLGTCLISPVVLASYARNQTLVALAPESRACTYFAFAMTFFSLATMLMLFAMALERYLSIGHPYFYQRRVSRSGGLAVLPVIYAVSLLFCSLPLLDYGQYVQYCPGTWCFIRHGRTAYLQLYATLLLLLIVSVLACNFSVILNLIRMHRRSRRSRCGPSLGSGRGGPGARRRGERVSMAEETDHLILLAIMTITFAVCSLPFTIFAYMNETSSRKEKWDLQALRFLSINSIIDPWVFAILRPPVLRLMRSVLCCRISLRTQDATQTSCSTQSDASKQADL
TRPN1 ag = activates the zebrafish TRPN1 channel | HEK293 zebrafish TRPN1-YFP, Fluo-8 calcium fluorescence; 100% = response to 87 µM carbachol | activation, % at 3 µM | 220,000 compounds, 0.18% hits;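 active = activation above its plate's cutoff, the mean activation of test wells on that plate plus 3 SD, cut at about 19% in these data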;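 also: 0% = DMSO alone and 100% = 87 µM carbachol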
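Material – zebrafish TRPN1-YFP in HEK293 cells · Doses – 3 µM single point · Schedule – dye 1 h 37 °C plus 30 min RT · Signal – Fluo-8 calcium fluorescence, excitation 470-495 nm, emission 515-575 nm · Read-out – % activation versus carbachol response · Control set – carbachol high, DMSO low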
TRPML3 agonist = human mucolipin-3 channel agonism | Q8TDD5 | activation, % at 3 µM | 220,000 compounds, 0.29% hits | AID 1448 | HEK293 TRPML3-YFP, Fluo-8 calcium fluorescence; 100% = the carbachol control signal;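 active = activation above its plate's cutoff, the mean activation of the plate's test wells plus 3 SD, cut at about 12% in these data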;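 also: 0% = DMSO only wells and 100% = carbachol wells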
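Test system – HEK293 line with stable expression of human TRPML3-YFP channel · Control set – carbachol 87 µM final as high control (100%), DMSO as low control (0%) · Signal – Fluo-8 calcium dye fluorescence, ex 470-495, em 515-575 nm · Incubation – 1-h 37 °C dye load, 5-s basal, 120-s post-compound reads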
PPC-1+TRAIL kill = PPC-1 cancer cell killing with TRAIL present | 220,000 compounds, 0.41% hits | cell killing (% activity), % at 4 µM | AID 1443 | PPC-1 cells + TRAIL, ATPLite viability luminescence;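 active = cell killing above 50% in the first pass at 4 µM, then a duplicate retest at 5 µM averaging 50% or more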;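 also: plate controls were cells with TRAIL plus DMSO for no effect and medium-only wells lacking cells for full effect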
NPY-Y1 antag = NPY-Y1 (human) receptor antagonism | P25929 | HEK293-CNG Y1 cells, membrane potential fluorescence; NPY at EC95, then isoproterenol | inhibition, % at 3.6 µM | 200,000 compounds, 1% hits | AID 1040;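 active = inhibition above the campaign mean inhibition of all tested compounds plus 3 SD, cut at about 20% in these data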;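 also: 0% = DMSO wells given NPY plus isoproterenol and 100% = isoproterenol alone without NPY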
Target sequence (P25929 whole entry, looked up): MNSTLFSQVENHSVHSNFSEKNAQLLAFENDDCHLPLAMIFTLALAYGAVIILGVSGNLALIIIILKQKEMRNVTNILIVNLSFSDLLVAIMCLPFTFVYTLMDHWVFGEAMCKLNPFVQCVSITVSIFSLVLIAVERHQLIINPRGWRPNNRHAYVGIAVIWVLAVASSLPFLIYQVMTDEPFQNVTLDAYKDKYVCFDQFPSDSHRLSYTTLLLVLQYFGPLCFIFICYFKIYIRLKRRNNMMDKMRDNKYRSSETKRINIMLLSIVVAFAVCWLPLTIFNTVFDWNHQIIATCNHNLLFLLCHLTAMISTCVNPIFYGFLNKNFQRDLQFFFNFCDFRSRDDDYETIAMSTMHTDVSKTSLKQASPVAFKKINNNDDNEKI
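Test system – HEK293 Y1/CNG channel cell line · Also added – NPY agonist 25 nM, then isoproterenol 1 µM plus Ro 20-1724 25 µM · Compound dosing – one concentration, 3.6 µM, in 0.4% DMSO · Schedule – compound incubation 1 h at room temperature, readout 45 min post-stimulation · Technique – fluorescence, membrane potential probe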
CHOP inhibitor = CHOP inhibition in unfolded protein response. inhibition, % at 10 µM. CHO-K1 CHOP-promoter luciferase, tunicamycin-induced, 15-18 h. 220,000 compounds, 3.8% hits;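 active = compounds that reduced the stress-induced luciferase reporter signal by more than about 70% of percent inhibition, limit read from the data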;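 also: 0% = tunicamycin plus vehicle and 100% = wells without tunicamycin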
NPY1 pot ag = potentiates or activates human NPY-Y1 receptor | 220,000 compounds, 0.37% hits | NPY-Y1 expressing cells, potentiator/agonist activation | activation, % at 3.6 µM; in the data active = activation above about 33%, passing the limit was not always enough;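 also: cells stimulated with NPY at EC10 then isoproterenol at EC100; 0% = low agonist plus stimulus and 100% = saturating agonist plus stimulus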
EP2 antag = blocks the human prostaglandin E2 receptor EP2 | P43116 | 260,000 compounds, 0.52% hits | C6 glioma cells expressing human EP2, cAMP TR-FRET; cells stimulated with saturating PGE2 | inhibition, % at 25 µM;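 active = percent inhibition above 40 after rounding to a whole number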;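 also: rat C6 glioma host cells with rolipram phosphodiesterase inhibitor present; the protocol text gives 20 µM as final concentration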
* hit, by the source's call; x = not tested or not shown; [ ] = remark or other dose. These rows are one share of the data (hit frequency here may not be typical).

SMILES | 14-3-3 Bad PPI | EP2 mod | TRPN1 ag | TRPML3 agonist | PPC-1+TRAIL kill | NPY-Y1 antag | CHOP inhibitor | NPY1 pot ag | EP2 antag
Cc1ccc(S(=O)(=O)Nc2c(C)n(C)n(-c3ccccc3)c2=O)cc1C(=O)NCc1ccccn1 | 3 | 3 | -0.6 | 0.0 | 20 | -2 | 8 | 16 | 5
CCCc1nc(SCC(=O)Nc2cc(Cl)ccc2OC)c2c(=O)n(C)c(=O)n(C)c2n1 | 6 | 43 | 0.0 | 0.3 | 12 | -1 | 79* | 6 | 8
COc1ccc2nc3cccc(OC)c3nc2c1 | -5 | -47 | -0.7 | -0.6 | -3 | 1 | -18 | 7 | 4
Cc1onc(-c2ccccc2)c1C(=O)N/N=C/c1ccc([N+](=O)[O-])s1 | -2 | -12 | 1.2 | 1.5 | 11 | -1 | -10 | 5 | 10
CCCCn1c(=O)[nH]c(=O)c2c1nc(-c1ccc(-c3ccccc3Br)o1)n2CCOC | 23 | 8 | 0.2 | 1.1 | 2 | 2 | 50 | 14 | 13
COc1ccc2nc(SCC(=O)Nc3ccc4sc(C)nc4c3)c(C#N)cc2c1 | -16[fluorescence artefact?] | -14 | 0.7 | 1.1 | -9 | 4 | 2 | 5 | 13
CN1CCN(/N=C/c2ccc(-c3ccc([N+](=O)[O-])cc3)o2)CC1 | -5 | -30 | 6.6 | 4.1 | -2 | -9 | -15 | 26 | 6
CSc1ncccc1C(=O)OCc1ccccc1Cl | -3 | 42 | -0.6 | -0.4 | 39 | 3 | 26 | -6 | 8
O=C(O)c1ccc(/C=N/Nc2nc(N3CCCCC3)nc(N3CCCCC3)n2)cc1 | 1 | 43 | -1.3 | 0.7 | 13 | x | 6 | -8 | 11
COc1ccc(NC(=S)Nc2ccc(OC)cc2OC)c(OC)c1 | -1 | -71 | 0.8 | 0.4 | 19 | 1 | 4 | -7 | 4
O=[N+]([O-])c1cccc(-c2nc(NCc3ccccc3)c3ccccc3n2)c1 | -4 | 38 | -0.4 | 0.3 | 18 | 2 | 41 | 7 | 11
COc1ccccc1C(=O)Nc1ccccn1 | 7[fluorescence artefact?] | 9 | 0.7 | 0.7 | 28 | 9 | 4 | 5 | 8
COCC(C)NC(=O)c1ccc(-n2nc(C(F)(F)F)cc2-c2cccs2)cc1 (centres undefined) | 13 | -9 | 0.1 | 0.7 | 14 | -3 | 17 | 3 | 8
CCN=C1NN=C(c2ccc(C)cc2)CS1 | -11 | 1 | 0.2 | 1.1 | -7 | -2 | 10 | 8 | 16
CCCN1C2=NS(=O)(=O)CCN2c2ccccc21 | -9[fluorescence artefact?] | -2 | 0.4 | 0.6 | 6 | -2 | 1 | -13 | 12
CCOC(=O)Cc1nc(-c2ccc(Cl)cc2)n[nH]1 | -5 | -1 | 0.7 | 0.9 | -3 | -2 | -3 | 2 | 2
O=C(CSc1nnc(NC2CCCCC2)s1)NCc1ccco1 | -6 | 8 | 0.6 | -0.1 | 1 | -4 | 11 | 3 | 8
Cc1[nH]cnc1CSCc1ccc(F)cc1 | 3[fluorescence artefact?] | -7 | -0.6 | 0.4 | 6 | 1 | -11 | -3 | 2
CCOC1OC(=O)C(Cl)=C1Nc1ccccc1C (centres undefined) | 1 | 45 | 1.5 | 0.7 | 2 | -2 | 5 | 7 | 11
N#CCn1cc(/C=N/NC(=O)c2cc3c(ccc4ccccc43)o2)c2ccccc21 | 4 | -25 | -1.0 | -0.3 | 10 | x | 51 | -9 | 6
Cc1cc(C)cc(N(CC(=O)Nc2ccccc2)C2=NC3CS(=O)(=O)CC3S2)c1 (centres undefined) | -1 | -21 | 1.9 | 1.3 | 2 | 0 | -8 | 16 | 10
CC(=O)Nc1ccc(C(=O)CSc2nc3ccccc3n2CC(=O)N2CCCC2)cc1 | 11[fluorescence artefact?] | 7 | 1.6 | 0.4 | 2 | -3 | 0 | 27 | 1
COc1ccc(C)cc1NC(=O)NCc1ccccc1F | 2 | -7 | -0.8 | -0.1 | 30 | 2 | -13 | -11 | 8
O=C(NCc1ccc(Cl)cc1)C1=Cc2cc(Cl)ccc2OC1 | 1 | -36 | 0.0 | 0.1 | 22 | 7 | 43 | -12 | 12
COc1ccc(NC(=O)c2nc[nH]c2C(=O)N[C@@H](C)c2ccccc2)cc1 | -9 | 13 | x | x | 0 | x | 38 | x | 13
CN(Cc1ccccc1)c1ccc(C(CC(N)=O)NC(=O)Cc2ccc(Br)cc2)cc1[N+](=O)[O-] (centres undefined) | 6 | -3 | x | x | 16 | x | 16 | x | 17
O=C(O)c1cc([N+](=O)[O-])c(NCc2cccnc2)c([N+](=O)[O-])c1 | 3 | 32 | -0.8 | 0.8 | 19 | 0 | 40 | 1 | 5
O=C(N/N=C/c1ccncc1)c1nc(-c2ccccc2)n2c1CCCCC2 | 2 | -14 | 1.0 | 0.2 | 15 | -2 | -5 | -3 | 2
CCOC(=O)N1CCN(C(=O)Cn2ncc3ccccc32)CC1 | 6 | 18 | 0.1 | 0.4 | -11 | -2 | 23 | 5 | 15
O=C(CNC(=O)c1cccs1)N/N=C/c1ccco1 | 3 | 6 | -0.5 | 1.3 | 24 | 0 | -6 | 4 | 4
CC(C)(C)CN1C(=O)C(=O)NC[C@@H]1Cc1ccc(O)cc1 | -4 | 4 | x | x | 9 | x | 7 | x | 17
CCCCCCn1cnc2c(c1=O)c1nc3ccccc3nc1n2Cc1cccs1 | 2[fluorescence artefact?] | 7 | 1.6 | 0.2 | 14 | -3 | -3 | -14 | 15
O=C(COC(=O)c1ccc(O)cc1)NCCC1=CCCCC1 | -11 | -26 | -0.9 | 0.4 | 34 | 5 | -14 | 3 | 3
CCOC(=O)N1CCN(c2ccc(C(=O)c3cccc(F)c3)cc2)CC1 | -9 | 26 | 1.6 | 0.8 | 3 | 8 | 11 | -2 | 7
NS(=O)(=O)c1ccc(CCNC(=O)CSc2nc3ccccc3c(=O)n2CCC(=O)N2CCCCC2)cc1 | -15 | 5 | 2.0 | 0.9 | -9 | 0 | 12 | 8 | 4
O=c1c(/C=C(\O)c2ccccc2)nc2ccccc2n1-c1ccccc1 | 2 | 10 | -0.7 | 0.3 | 5 | 1 | -32 | -17 | 10
CCC(=O)c1ccccc1OCC(=O)Nc1c(C)cccc1C | 11 | 24 | -0.7 | 0.0 | -2 | 6 | 6 | -8 | 4
O=C(c1cccs1)N(c1ccc(F)cc1)C1C=CS(=O)(=O)C1 (centres undefined) | -2 | -21 | -0.7 | 0.6 | 2 | 2 | -22 | 19 | 8
C=CCn1c(=O)c2ccccc2n2c(SC(C)C(=O)Nc3nc(-c4ccccc4)cs3)nnc12 (centres undefined) | -8 | 11 | -0.8 | 1.5 | 2 | -8 | 14 | -8 | 20
O=C(COc1ccc([N+](=O)[O-])cc1)NNC(=O)c1cccs1 | 5 | -12 | 1.5 | -0.1 | 4 | 0 | 3 | 12 | 15
CC12CCC3(CO)COC(c4ccccc4O1)C2C3 (centres undefined) | -1 | 15 | -2.1 | 0.6 | 14 | -1 | 19 | 4 | 8
COC(=O)c1cc(C(=O)OC)cc(-n2c(C)cc(C(=O)COC(=O)CNS(=O)(=O)c3ccc(C)cc3)c2C)c1 | -4 | 43 | -0.4 | 0.5 | 18 | 4 | 58 | 15 | 6
CCN(CC)CCCC(C)NC(=O)c1cccc(S(=O)(=O)N2CCc3ccccc32)c1 (centres undefined) | -13 | -2 | -1.1 | 0.8 | 15 | 4 | 0 | 9 | 2
O=c1c2ccccc2nc(-c2ccc(Br)cc2)n1Cc1ccccc1 | -9 | 63* | -1.5 | -0.2 | 20 | 24* | 44 | -86 | 9
CCOc1ccccc1NC(=O)CSc1nc2c(c(=O)n1C)SC(C)C2 (centres undefined) | 3 | 2 | -0.4 | -0.5 | 24 | 7 | 33 | -13 | 18
Cc1cccc(NCc2ccc(O)c3ncccc23)c1 | -31 | 28 | -1.8 | 0.7 | -2 | -9 | -31 | 0 | 10
CCNC(=S)N/N=C/c1ccco1 | x | 15 | 0.9 | 0.8 | -3 | 5 | 0 | -26 | 6
Cc1ccc(-c2cn3cccnc3n2)cc1 | 8 | 11 | -0.4 | 1.0 | 37 | 0 | -23 | 4 | 8
FC(F)(F)c1nnc2sc(-c3ccccn3)nn12 | 5 | 11 | 0.8 | 1.4 | 7 | 2 | 17 | 0 | 11
CCOc1cccc(-c2nc(C(N)=O)c3[nH]c(=O)n(-c4cccc(Cl)c4)c3n2)c1O | 13 | -15 | 1.1 | 0.2 | 16 | 0 | 95* | 10 | 12

Following part.
SMILES | 14-3-3 Bad PPI | EP2 mod | TRPN1 ag | TRPML3 agonist | PPC-1+TRAIL kill | NPY-Y1 antag | CHOP inhibitor | NPY1 pot ag | EP2 antag
COc1ccc2nc(SCC(=O)Nc3ccccc3)[nH]c2c1 | 6 | 14 | 0.2 | 0.0 | 25 | 8 | 9 | -21 | 15
CN(C)C(CNC(=O)c1cccs1)c1cccnc1 (centres undefined) | 16 | 1 | 1.0 | -0.2 | 11 | 1 | 17 | 8 | 7
Cc1ccccc1-n1c(SCC(=O)Nc2ccccc2)nc2nc3c(cc2c1=O)CCCC3 | -15[fluorescence artefact?] | -8 | -0.3 | -0.5 | 17 | 7 | 7 | -11 | 9
COc1ccc(OC)c(-n2c(=S)[nH]c3c(sc(=S)n3-c3ccccc3C)c2=O)c1 | -11 | 17 | 1.1 | 0.7 | 25 | 4 | 13 | 1 | 7
CCN(CC)S(=O)(=O)c1ccc(N2CCCCC2)c(C(=O)Nc2ccccc2N2CCOCC2)c1 | 7[fluorescence artefact?] | 33 | -0.8 | 0.4 | 19 | -5 | -1 | -26 | 6
CCc1sc(C(=O)N2CCN(S(C)(=O)=O)CC2)cc1Br | 3 | -9 | 1.7 | -0.1 | 3 | -3 | -29 | -9 | 2
Cc1cc(C(F)F)nn1CC(=O)Nc1cc([N+](=O)[O-])ccc1F | -20 | 6 | 0.0 | 0.9 | 9 | 2 | 18 | -20 | 12
COC(=O)c1ccc(CSC2=NCCS2)cc1 | -3 | 16 | -1.6 | -0.4 | 8 | 8 | -10 | 0 | 6

Individual results from the entries so far.
TRPML3 agonist with COC(=O)c1cc(C(=O)OC)cc(-n2c(C)cc(C(=O)COC(=O)CNS(=O)(=O)c3ccc(C)cc3)c2C)c1 is entered as 0.5
NPY1 pot ag with CSc1ncccc1C(=O)OCc1ccccc1Cl is entered as -6
